Rv3671c protease – Rv3671c serine protease inhibitors, primary screen, biochemical, fluorescence polarization, M. tuberculosis H37Rv; P9WHR9; inhibition, % at 5.96 µM; 320,000 tested, 0.048% active; AID 2606, 2010; in the data active = inhibition above about 38%;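 also: extracellular domain of Rv3671c used as enzyme; 0% = enzyme with DMSO and 100% = no enzyme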
BoNT-F LC inh – BoNT/F light chain protease inhibitors, primary screen, biochemical, flow cytometry, MLPCN library; AID 588497, 2011; inhibition, % at 10 µM; 360,000 tested, 0.22% active; Multiplex microsphere protease cleavage assay; in the data active = inhibition above about 35%, passing the limit was not always enough; inconclusive = no clear call, values can overlap the other calls; also: plate controls were buffer without enzyme for full effect and enzyme alone for no effect
GDH-TPI counter – GDH-TPI coupling enzyme inhibitors, primary screen, artefact control for M. tuberculosis FBA inhibitor project, biochemical, absorbance, full deck; GDH-TPI coupled enzyme counterscreen, NADH absorbance; inhibition, % at 4.8 µM; 360,000 tested, 1.2% active; AID 588335, 2011;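 also: 0% = DMSO wells and 100% = wells lacking the enzyme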
CCHFV vOTU inh – CCHFV vOTU protease inhibitors, primary screen, biochemical, Pep-AMC substrate, fluorescence; Crimean-Congo hemorrhagic fever virus L polyprotein viral ovarian tumor (vOTU) protease …; inhibition, % at 11.5 µM; 370,000 tested, 0.55% active; AID 651958, 2012; also: 0% = vehicle wells with enzyme and 100% = no enzyme wells
Mtb FBA inh – Mtb FBA enzyme inhibitors, primary screen, biochemical, fluorescence, strain H37Rv; Fructose-bisphosphate aldolase (Mycobacterium tuberculosis (strain ATCC 25618 / H37Rv)), …; purified M. tuberculosis FBA, fluorescence read-out; inhibition, % at 1 µM; 360,000 tested, 2.3% active; in the data active = inhibition above about 27%;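 also: 0% = vehicle and 100% = reference inhibitor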
Target sequence (P9WQA3 whole entry, looked up): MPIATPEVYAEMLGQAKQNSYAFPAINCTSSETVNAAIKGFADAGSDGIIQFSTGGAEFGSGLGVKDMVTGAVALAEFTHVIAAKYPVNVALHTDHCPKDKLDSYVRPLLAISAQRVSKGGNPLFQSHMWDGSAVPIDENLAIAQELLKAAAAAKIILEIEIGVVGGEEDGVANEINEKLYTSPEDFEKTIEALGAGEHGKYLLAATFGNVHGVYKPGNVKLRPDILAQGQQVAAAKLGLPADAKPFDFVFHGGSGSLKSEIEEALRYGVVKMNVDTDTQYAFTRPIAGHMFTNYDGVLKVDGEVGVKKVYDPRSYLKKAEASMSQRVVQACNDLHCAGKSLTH
BioA inh – M. tuberculosis BioA enzyme inhibitors, primary screen, biochemical, plate reader, single point, HTS | 360,000 tested, 0.096% active | 7,8-diaminopelargonic acid synthase BioA (Mycobacterium tuberculosis) | AID 602481, 2012 | inhibition, % at 9.99 µM | purified M. tuberculosis BioA enzyme; in the data active = inhibition above about 40%; inconclusive = no clear call, values can overlap the other calls
UGM FP inh – M. tuberculosis UGM enzyme inhibitors, primary screen, biochemical, fluorescence polarization, single point | UDP-galactopyranose mutase (Mycobacterium tuberculosis (strain ATCC 25618 / H37Rv)), … | purified UGM, fluorescence polarization probe displacement | inhibition, % at 10 µM | 320,000 tested, 0.06% active | AID 504406, 2011; in the data active = inhibition above about 10%, passing the limit was not always enough; inconclusive = no clear call, values can overlap the other calls
Target sequence (P9WIQ1 whole entry, looked up): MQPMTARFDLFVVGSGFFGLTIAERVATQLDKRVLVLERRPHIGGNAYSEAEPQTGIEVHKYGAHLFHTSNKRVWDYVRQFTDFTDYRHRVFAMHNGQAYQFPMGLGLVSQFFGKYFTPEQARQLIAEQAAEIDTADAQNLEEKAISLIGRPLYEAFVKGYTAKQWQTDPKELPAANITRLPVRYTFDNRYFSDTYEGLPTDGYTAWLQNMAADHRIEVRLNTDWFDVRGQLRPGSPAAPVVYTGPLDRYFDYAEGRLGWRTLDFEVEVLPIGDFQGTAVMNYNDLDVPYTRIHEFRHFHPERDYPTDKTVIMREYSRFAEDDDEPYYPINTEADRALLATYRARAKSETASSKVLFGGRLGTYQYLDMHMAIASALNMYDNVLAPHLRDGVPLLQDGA
DUSP3 inh – VHR1 phosphatase inhibitors, primary screen, biochemical, absorbance, uHTS | AID 1654, 2009 | 290,000 tested, 0.52% active | recombinant VHR phosphatase, pNPP absorbance | Dual specificity protein phosphatase 3 (Homo sapiens), P51452 | inhibition, % at 13.3 µM; in the data active = inhibition above about 50%; also: some compounds called inactive have numbers as strong as hits
Target sequence (P51452 whole entry, looked up): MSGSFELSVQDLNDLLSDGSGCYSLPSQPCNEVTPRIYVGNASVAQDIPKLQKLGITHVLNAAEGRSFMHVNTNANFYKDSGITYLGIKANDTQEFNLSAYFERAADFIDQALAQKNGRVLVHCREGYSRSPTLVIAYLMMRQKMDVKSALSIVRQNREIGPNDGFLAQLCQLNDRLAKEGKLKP
MazF activator – activators of E. coli MazEF toxin-antitoxin RNase, primary screen, biochemical, fluorescence, uHTS; Endoribonuclease toxin MazF (Escherichia coli (strain K12)), P0AE70; FAM/BHQ RNA-DNA oligo cleavage fluorescence, 5 h; activation, % at 20 µM; 350,000 tested, 0.32% active; AID 504720, 2011; in the data active = activation above about 50%
Target sequence (P0AE70 whole entry, looked up): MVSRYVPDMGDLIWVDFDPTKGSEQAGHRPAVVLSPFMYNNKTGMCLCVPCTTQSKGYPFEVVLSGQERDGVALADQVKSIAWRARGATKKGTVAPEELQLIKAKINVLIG
FadD28 FP inh – inhibitors of FadD28 bisubstrate probe binding, primary screen, biochemical, fluorescence polarization, single point; Mycobacterium tuberculosis FadD28 fatty-acid-AMP ligase; inhibition, % at 12.5 µM; 360,000 tested, 0.22% active; in the data active = inhibition above about 8.5%, passing the limit was not always enough; inconclusive = no clear call, values can overlap the other calls
Active calls of the source: *; ? = inconclusive; / = not tested or not shown; + = active, no number; & = joins results of further samples. Rule as the data show it, unless noted: active = inhibition above about 30%; inactive = the rest.

SMILES	Rv3671c protease	BoNT-F LC inh	GDH-TPI counter	CCHFV vOTU inh	Mtb FBA inh	BioA inh	UGM FP inh	DUSP3 inh	MazF activator	FadD28 FP inh
COCCNC(=O)C1(C)CCCN(Cc2cccc(F)c2)C1 (configuration not stated)	/	-1	15	1	1	-1.9	/	/	/	-1.9
CCN(CCCNC(=O)Cn1ncc2c([nH]c3ccccc32)c1=O)Cc1ccccc1	-3	1	1	-3	9	-1.1	-2.1	-6	-8	-3.2
CC(C)(C)OC(=O)NC1CCN(S(=O)(=O)c2ccc3c(c2)OCCO3)CC1	3	2	8	2	4	-1.1	/	21	6	-0.4
COc1ccc([N+](=O)[O-])cc1NCc1ccccc1C	-8	-2	13	0	-1	-4.5	-0.4	31	-7	-1.2
CCCC(=O)c1c(O)[nH]c(=O)[nH]c1=O	1	-2	-7	-4	-3	-0.9	3.7	22	-4	0.2
COc1ccccc1-n1c(O)c(C=NC2CC2)c(=O)[nH]c1=O	-8	-7	-4	-3	4	-1.5	-0.5	29	-58	-0.1
COC(=O)c1nn(-c2ccc(Oc3ccccc3)cc2)c(=O)cc1O	15	-14	-4	-6	-1	/	2.0	29	-3	-4.1
Cc1cc(C)n(C(CC(=O)O)C(=O)O)n1 (configuration not stated)	5	23	-3	-6	1	/	-2.8	44	3	-2.7
C=C(C)CSc1nnc(CCNC(=O)OC(C)(C)C)o1	-6	-9	-2	/	-1	-2.0	1.3	21	-1	-1.4
COc1ccc(C(C)=O)cc1COC(=O)c1cnc(C)cn1	8	-8	-6	-7	0	6.3	0.4	-20	-1	?
CCCCOc1ccc(C2C(C(=O)c3ccc(C)o3)=C(O)C(=O)N2CC2CCCO2)cc1 (configuration not stated)	-11	0	11	1	2	/	1.8	-5	0	-0.2
COCCN1C=C2C(=O)C(C)(OC(=O)C3CCCC3)C(=O)C=C2C=C1c1ccsc1 (configuration not stated)	-55	-8	9	26	2	1.7	2.1	15	-16	-0.8
Cc1cccc(C=CC(=O)c2ccccc2)c1	/	4	-1	7	-5	-0.7	/	/	-1	-4.4
COc1ccccc1OCc1nn[nH]n1	-1	?	1	-13	0	-0.8	-0.6	-2	-1	-1.8
O=C(Nc1cc2c(cc1Br)OCCCO2)c1ccccc1	-11	-2	-5	-3	0	/	2.4	3	1	-3.4
Nn1c(=O)[nH]c2ccccc2c1=O	1	14	6	17	2	-1.6	-1.2	12	-10	-0.8
Cc1ccc(-n2nnnc2SCC(=O)NC2CC2)cc1C	2	1	4	0	-1	-0.1	1.9	40	2	-3.8
Cc1ccccc1Nc1scc(-c2ccc(Cl)cc2)[n+]1-c1ccccc1C	/	-10	8	-2	-2	/	/	29	1	0.8
COc1ccc(NC(=O)[C@@H]2CCCN2S(=O)(=O)c2ccc(Cl)cc2)cc1	2	-11	6	1	1	-0.7	1.5	/	5	-1.5
Cc1ccc(C)c(OCCSc2nnc(-c3cccnc3)n2N)c1	-4	-2	10	7	3	13	-4.6	20	-4	-1.0
Cc1ccc(S(=O)(=O)N2CCCCC2)cc1NC(=O)[C@@H]1CCCN1C(=O)c1cccs1	3	-1	2	3	1	-0.6	-0.7	/	-1	-1.8
CC(C)(C)c1ccc(C(=O)C2CCCN(C(=O)C3CCOCC3)C2)cc1 (configuration not stated)	-10	-6	-1	-5	8	-0.2	0.4	-27	73*	1.1
CC(C)(C)OC(=O)C[C@H]1C/C=C\C[C@H](CC(=O)N(CCO)Cc2ccccc2)C(=O)NC[C@H](c2ccccc2)OC1=O	4	-1	8	-5	-1	-2.0	4.2	/	3	-1.1
COc1cccc(C(=O)C(=O)c2cccc(OC)c2OC)c1OC	/	-4	13	0	0	-1.2	/	/	8	-2.0
COc1cc(Nc2ccc(C(=O)O)cc2[N+](=O)[O-])cc(OC)c1	-15	-4	4	6	-16	/	0.5	-8	2	-5.6

Ordered by formula weight (largest number first): three of the compounds above.
SMILES	Rv3671c protease	BoNT-F LC inh	GDH-TPI counter	CCHFV vOTU inh	Mtb FBA inh	BioA inh	UGM FP inh	DUSP3 inh	MazF activator	FadD28 FP inh
CCN(CCCNC(=O)Cn1ncc2c([nH]c3ccccc32)c1=O)Cc1ccccc1	-3	1	1	-3	9	-1.1	-2.1	-6	-8	-3.2
COc1ccc(NC(=O)[C@@H]2CCCN2S(=O)(=O)c2ccc(Cl)cc2)cc1	2	-11	6	1	1	-0.7	1.5	/	5	-1.5
Cc1cccc(C=CC(=O)c2ccccc2)c1	/	4	-1	7	-5	-0.7	/	/	-1	-4.4

Going on with the list:
SMILES	Rv3671c protease	BoNT-F LC inh	GDH-TPI counter	CCHFV vOTU inh	Mtb FBA inh	BioA inh	UGM FP inh	DUSP3 inh	MazF activator	FadD28 FP inh
CC(=O)c1sc(NC(=O)c2ccc(F)c(S(=O)(=O)N3CCOCC3)c2)nc1C	-3	-4	8	12	-1	-0.7	1.1	/	-1	/
CCCCN(CCCC)NC(=O)c1ccccc1	3	-6	-4	6	1	/	-1.5	2	0	-1.0
O=C(O)C(=Cc1ccc([N+](=O)[O-])cc1)CCc1ccccc1	/	3	17	1	-2	0.3	/	/	0	-2.4
Cc1ccc2nc3c(cc(C(=O)NCC4CCCO4)c(=N)n3C3CCCC3)c(=O)n2c1 (configuration not stated)	-1	-4	6	-371	+	3.0	-1.1	-4	-27	-1.3
CC1Cc2ccccc2N1C(=O)c1cc2c(=O)n3ccccc3nc2n1C (configuration not stated)	0	1	8	-8	4	-1.1	3.2	28	4	-0.9
Cc1ccc(NC2=Nc3ccccc3N3C2=Nc2c(c(C)nn2-c2ccccc2)C3c2ccc(O)c(O)c2)cc1 (configuration not stated)	/	-4	7	18	-3	-2.0	/	0	2	-4.5
CCCN1CC(C)C(OC(C)=O)(c2ccccc2)CC1C (configuration not stated)	-4	2	-14	-2	2	-0.3	-1.7	4	18	-2.0
O=C(C1=C[C@H](C2CCCCC2)C[C@H](OCCCCO)O1)N1CCN(Cc2ccccc2)CC1	1	-7	-4	8	2	-0.4&0.4	1.3	7	1	1.6
Cc1ccc(CNC(=O)C(C)OC(=O)c2cccs2)cc1 (configuration not stated)	-6	3	-8	-14	-2	-1.1	0.0	12	0	-1.2
O=C1CN(C(=O)CN2CCOCC2)C(c2ccccc2)c2cc(Br)ccc2N1 (configuration not stated)	2	-8	-13	-1	-3	1.4	0.3	42	12	-2.8
OC(Cc1ccccc1Br)c1ncc(-c2cccc(C(F)(F)F)c2)[nH]1 (configuration not stated)	/	-5	8	9	-3	0.0	/	/	/	-5.4
COc1ccc(N(C(=O)C2CCCCC2)S(=O)(=O)c2cccc3cccnc23)cc1	5	4	-1	7	-1	-0.5	-0.2	-1	9	-0.1
CCOC(=O)C1C(=O)OC(C)(C)C1C(C)C(=O)c1ccc(C)cc1 (configuration not stated)	-5	-2	-11	4	1	-0.4	0.8	13	-7	-2.7
Cc1ccc(C(=O)N(c2ccccn2)C(C)c2ccco2)cc1C (configuration not stated)	3	4	-7	1	1	1.1	1.1	18	6	-4.6
CCc1nn(CC(=O)N2CCN(c3ccc(F)cc3)CC2)c(=O)c2cc3occc3n12	14	5	-1	7	-1	7.4	0.1	-12	12	0.5
Cc1ccc(S(=O)(=O)N2CCN(C(=O)c3cc4c(C)nn(-c5ccccc5C)c4s3)CC2)cc1	-11	-10	12	12	-1	-1.7	1.7	20	-8	-0.3
N#Cc1ccc(-c2ccc(OCC(O)CN3CCOCC3)cc2)cc1 (configuration not stated)	3	2	-5	1	40*	/	-2.2	9	6	-4.7
NC(c1csc(Nc2nncc3ccccc23)n1)C1CCCCC1 (configuration not stated)	/	-22	8	-2	4	-1.2	/	/	/	-6.5
Cn1cc(C(=O)N2CCN(c3ccccc3)CC2)c(=O)c2cc(S(=O)(=O)N3CCCC3)ccc21	-7	-7	10	5	-1	-1.0	0.6	19	-5	-0.8
Cc1ccsc1/C=C(\C#N)C(=O)NCc1cccnc1	2	-1	1	7	6	-0.9	-1.5	-2	9	-0.9
CC(=O)Nc1ccc(C(=O)OCC(=O)NC(=O)NCc2ccccc2)cc1	/	-1	4	1	-1	0.3	/	/	3	-1.8
COC(=O)C1=C(c2ccc3ccccc3c2)C[C@@H]2CC[C@H]1N2C	6	3	12	-10	4	2.4	2.3	/	1	-2.1
COC(=O)[C@H](Cc1ccccc1)NC(=O)N1CCN(c2ccccc2)CC1	-4	?	3	-6	0	-0.9	0.2	35	-2	-0.4
CCn1c(=O)cc(SCC(=O)NCc2ccc3c(c2)OCO3)c2ccccc21	9	1	11	-5	2	2.6	-0.2	25	1	-0.3
O=C(CN(Cc1ccco1)C(=O)c1ccc(F)cc1)Nc1ccccc1Br	2	/	-7	4	1	-0.9	0.1	/	-1	-2.5

Compounds shown so far containing a cyano group:
SMILES	Rv3671c protease	BoNT-F LC inh	GDH-TPI counter	CCHFV vOTU inh	Mtb FBA inh	BioA inh	UGM FP inh	DUSP3 inh	MazF activator	FadD28 FP inh
N#Cc1ccc(-c2ccc(OCC(O)CN3CCOCC3)cc2)cc1 (configuration not stated)	3	2	-5	1	40*	/	-2.2	9	6	-4.7
Cc1ccsc1/C=C(\C#N)C(=O)NCc1cccnc1	2	-1	1	7	6	-0.9	-1.5	-2	9	-0.9

Continuation.
SMILES	Rv3671c protease	BoNT-F LC inh	GDH-TPI counter	CCHFV vOTU inh	Mtb FBA inh	BioA inh	UGM FP inh	DUSP3 inh	MazF activator	FadD28 FP inh
CCCC(=O)N(CCN(Cc1ccccc1)C(=O)CCC)Cc1ccccc1	-2	8	10	11	4	-1.3	-0.2	5	3	0.6
O=C(Nc1nc2c(F)cc(F)cc2s1)C1CC1	-4	-13	5	8	5	-2.7	2.1	33	5	-1.2
O=C(c1ccccc1)n1c(=S)nc2ccccn21	-9	/	30	7	-5	-0.9	-1.5	16	7	-0.6
CN(Cc1ccccc1)C(=O)c1[nH]cnc1C(=O)NCC(=O)OCc1ccccc1	7	-1	-2	2	2	1.6	0.8	17	-1	0.6
CCOC(=O)CCC(=O)N1CCOCCOCCOCC1	12	-8	-6	-14	1	-1.8	-3.4	12	1	-4.4
CCOC(=O)C1=C(C)NC(=S)NC1c1ccc(OCC(=O)N2CCCCCC2)c(OC)c1 (configuration not stated)	1	-4	4	15	-1	-2.9	0.2	10	14	0.3
COCn1cnc(-c2ccccc2)c1-c1ccccc1	-1	-3	1	1	5	-0.6	-2.7	/	10	-1.9
O=C(NCc1ccco1)c1nc2c(nnn2Cc2ccccc2Cl)c(=O)[nH]1	-5	-12	4	18	2	4.1	0.2	13	-5	-0.7
Cc1cnc([N+](=O)[O-])n1CCOC(=O)NC(=O)c1ccccc1	-7	-2	4	6	-5	/	-1.1	26	1	0.0
Cc1ccc(-n2nnnc2SCC(=O)c2cc(C)n(CC3CCCO3)c2C)cc1 (configuration not stated)	-1	-5	7	-10	2	-0.8	2.3	23	9	0.3
CCC(C(=O)Nc1cc(F)ccc1F)n1nc(C)c2c(C)n(-c3ccc(C)cc3)nc2c1=O (configuration not stated)	-6	3	2	18	-1	26	1.8	-8	6	-3.3
COC(=O)c1ccccc1NC(=O)C(C)c1ccc([N+](=O)[O-])cc1 (configuration not stated)	-7	0	-9	5	1	/	0.1	8	-9	-4.9
O=C(CCc1ccccc1F)N1CCN(c2ccc(C(F)(F)F)cn2)CC1	-2	5	0	-7	-1	5.5	0.0	22	0	-4.3
CCCCn1c(N)c(N(CC(C)C)C(=O)COC(=O)C2(c3ccccc3)CC2)c(=O)[nH]c1=O	6	-3	5	0	-3	0.0	-1.5	/	1	-2.9

High-throughput results (PubChem BioAssay)
